Screening data (PubChem)
MKP-3 inhibition – MKP-3 phosphatase inhibitors, primary screen, biochemical, rat enzyme, in vitro (AID 425); Dual specificity protein phosphatase 6 (Rattus norvegicus); 110,000 compounds, 0.17% hits; recombinant MKP-3 phosphatase activity, fluorescence; higher % means a stronger effect; inhibition, % at 20 µM; hits with a dose series show IC50 in µM; in the data active means inhibition above about 50%;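 further: plate controls were vehicle for no effect and reference inhibitor for full effect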
Hsp70 displacement – Hsp70 inhibitors, probe displacement, primary screen, biochemical, fluorescence polarization (AID 583) | Heat shock 70 kDa protein 1A (Homo sapiens) | Hsp70 fluorescence polarization probe displacement, mP; higher % means a stronger effect | displacement, % at 20 µM, or IC50 in µM where a hit was titrated | 140,000 compounds, 0.06% hits; in the data active means displacement above about 50%;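 further: plate controls were vehicle for no effect and reference ligand for full effect; a part of the inactive calls stands beside numbers as strong as those of hits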
The depositor's hits bear a star; & = joins results of further samples.

Preview, 7 compounds:
CCOC(=O)CSC1=C(C#N)C(c2ccc(C)o2)CC(=O)N1 (stereo not given) was read as MKP-3 inhibition -2% and Hsp70 displacement 2.3%.
COc1ccc(-c2cc(-c3ccccc3)[o+]c(-c3ccccc3)c2)cc1 was read as MKP-3 inhibition 4% and Hsp70 displacement 0.7%.
N/C(=N\OS(=O)(=O)c1ccc(Cl)cc1)c1ccncc1 was read as Hsp70 displacement -0.8%.
CCCn1c(=N)n(CC(O)c2ccco2)c2ccccc21 (stereo not given) was read as MKP-3 inhibition -7% and Hsp70 displacement 0.1%.
C=CCN(C(=O)CNC(=O)c1ccco1)C(C(=O)NC1CCCCC1)c1ccc(F)cc1 (stereo not given) was read as MKP-3 inhibition -17% and Hsp70 displacement -2.8%.
`CCCCNC(=O)CCCn1c(=O)c2ccccc2n(CC(=O)NCCC2=CCCCC2)c1=O` gave MKP-3 inhibition 9% and Hsp70 displacement 3.4%.
For COCCCN1C(=O)/C(=C\c2ccccc2O)C(C(=O)OC)=C1C the results were MKP-3 inhibition 3% and Hsp70 displacement 2.8%.

Main list, from the first entry:
CCOC(=O)CSC1=C(C#N)C(c2ccc(C)o2)CC(=O)N1 (stereo not given) was read as MKP-3 inhibition -2% and Hsp70 displacement 2.3%.
COc1ccc(-c2cc(-c3ccccc3)[o+]c(-c3ccccc3)c2)cc1 was read as MKP-3 inhibition 4% and Hsp70 displacement 0.7%.
N/C(=N\OS(=O)(=O)c1ccc(Cl)cc1)c1ccncc1 was read as Hsp70 displacement -0.8%.
CCCn1c(=N)n(CC(O)c2ccco2)c2ccccc21 (stereo not given) was read as MKP-3 inhibition -7% and Hsp70 displacement 0.1%.
C=CCN(C(=O)CNC(=O)c1ccco1)C(C(=O)NC1CCCCC1)c1ccc(F)cc1 (stereo not given) was read as MKP-3 inhibition -17% and Hsp70 displacement -2.8%.
`CCCCNC(=O)CCCn1c(=O)c2ccccc2n(CC(=O)NCCC2=CCCCC2)c1=O` gave MKP-3 inhibition 9% and Hsp70 displacement 3.4%.
For COCCCN1C(=O)/C(=C\c2ccccc2O)C(C(=O)OC)=C1C the results were MKP-3 inhibition 3% and Hsp70 displacement 2.8%.
Screening Cn1c(=O)c2c(ncn2CC(=O)N2CCN(c3ccccc3)CC2)n(C)c1=O returned MKP-3 inhibition -3% and Hsp70 displacement -3.3%.
For COc1ccc(C)cc1NC(=O)C(=O)NCCc1ccccc1 the results were MKP-3 inhibition 0% and Hsp70 displacement 1.5%.
`CNC(=O)CC1C(=O)N(C)C(=S)N1NC(=O)c1ccc(Cl)cc1` (stereo not given) gave Hsp70 displacement -1.0%.
`CCOc1cccc(C(=O)Nc2scc(-c3ccc(F)cc3)c2C(=O)OC)c1` gave MKP-3 inhibition 2% and Hsp70 displacement 0.6%.
CCCCCCCCCCn1c2c(c(=N)c3c1CCC3)CCC2 was read as Hsp70 displacement -1.1%.
For N#CC(C(=O)C12CC3CC(CC(C3)C1)C2)c1nc2ccccc2[nH]1 (stereo not given) the results were MKP-3 inhibition -6% and Hsp70 displacement -0.6%.
Screening CN1C(=S)SC(C)(NO)C1(C)C (stereo not given) returned MKP-3 inhibition 1% and Hsp70 displacement 0.1%.
`CCc1nc(SCC(=O)N2CCC(C)CC2)c2c(=O)n(C)c(=O)n(C)c2n1` gave MKP-3 inhibition -7% and Hsp70 displacement 1.0%.
For COc1ccc(S(=O)(=O)N2CCCN(CCC(=O)Nc3cccc(C(F)(F)F)c3)CC2)cc1 the results were MKP-3 inhibition -1% and Hsp70 displacement 0.3%.
Screening Fc1ccccc1-c1nnc(-c2ccc3c(c2)OCO3)o1 returned MKP-3 inhibition 2% and Hsp70 displacement 4.1%.
Screening O=C1c2ccccc2C(=O)N1N1C(=O)c2cccc([N+](=O)[O-])c2C1=O returned MKP-3 inhibition 0% and Hsp70 displacement 1.9%.
`O=C(CSc1nc2ccccc2s1)NCc1ccccc1` gave MKP-3 inhibition -1% and Hsp70 displacement -0.2%.
For O=C(Cn1cnc2c(cnn2-c2ccc(F)cc2)c1=O)N1CCN(c2ccccc2)CC1 the results were MKP-3 inhibition -6% and Hsp70 displacement 0.2%.
`CC1=C(C(=O)OC(C)C)C(c2coc3ccccc3c2=O)C2=C(CCCC2=O)N1` (stereo not given) gave Hsp70 displacement 2.1%.
COc1cccc(CN2CCN(C(=O)c3cccc(OC)c3OC)CC2)c1 was read as MKP-3 inhibition 1% and Hsp70 displacement -2.0%.
`CCOC(=O)C1CCCn2c1nc1sc3c(c1c2=O)CCCC3` (stereo not given) gave MKP-3 inhibition -9% and Hsp70 displacement 1.7%.
`CCn1cc(C(=O)NCC2CCCO2)c(=O)c2cc(S(=O)(=O)N(C)C3CCCCC3)ccc21` (stereo not given) gave MKP-3 inhibition 0% and Hsp70 displacement 1.8%.
Cc1nn(-c2ccc(F)cc2)c(Cl)c1/C=C(\CCC(=O)O)c1nc2ccccc2s1 was read as Hsp70 displacement 0.5%.
`COc1ccccc1-n1cnnc1SCC(=O)c1ccc[nH]1` gave MKP-3 inhibition -5% and Hsp70 displacement -0.5%.
Screening Cc1ccccc1S(=O)(=O)Nc1cc(Br)c2oc3c(c2c1)C(=O)CCC3 returned MKP-3 inhibition 3% and Hsp70 displacement -0.6%.
Screening CCOC(=O)Cc1ccc(NS(=O)(=O)c2ccc(SC)cc2)cc1 returned MKP-3 inhibition 4% and Hsp70 displacement 2.1%.
For COc1ccc(CN(C(=O)CN2C(=O)C(C)Oc3ccccc32)C2CCCC2)c(OC)c1 (stereo not given) the results were MKP-3 inhibition -6% and Hsp70 displacement 0.2%.
`O=[N+]([O-])c1cccc(S(=O)(=O)Nc2cc(C(F)(F)F)ccc2Cl)c1` gave MKP-3 inhibition 0% and Hsp70 displacement 4.7%.
`COc1ccc2oc(=O)c(C(=O)NCc3ccccn3)cc2c1` gave Hsp70 displacement -1.3%.
`COc1ccc2nc(SCC(=O)/C(C#N)=C(\C)N)[nH]c2c1` gave Hsp70 displacement 2.3%.
CS(=O)(=O)N(CC(=O)NCC1CCCO1)Cc1ccc(Cl)cc1 (stereo not given) was read as MKP-3 inhibition -4% and Hsp70 displacement -3.8%.
Screening Cc1ccc(C)c(N(CC(=O)NCCSCc2ccco2)S(C)(=O)=O)c1 returned MKP-3 inhibition -5% and Hsp70 displacement -3.0%.
`COCC(=O)Nc1cc(Cl)ccc1C` gave MKP-3 inhibition -1% and Hsp70 displacement -4.8%.
Screening CS(=O)(=O)N(CC(=O)Nc1ccccc1C(=O)NCc1ccccc1)c1ccc2c(c1)OCCO2 returned Hsp70 displacement -0.8%.
Screening CCc1ccccc1NC(=O)c1c(NC(=O)c2cccs2)sc2c1CCCCC2 returned MKP-3 inhibition -1% and Hsp70 displacement -3.6%.
`Cc1ccc(OCC(=O)Nc2ccc(F)c([N+](=O)[O-])c2)cc1C` gave MKP-3 inhibition -1% and Hsp70 displacement 2.8%.
For CCCCn1c(SCC(=O)N(CC)C2CCS(=O)(=O)C2)nnc1C(CC)N(C)C (stereo not given) the results were MKP-3 inhibition 0% and Hsp70 displacement 2.2%.
Cc1c(N(C)C(=O)C2CCCN2S(=O)(=O)c2ccccc2)c(=O)n(-c2ccccc2)n1C (stereo not given) was read as MKP-3 inhibition -9% and Hsp70 displacement 1.2%.
O=C(NCc1ccccc1Cl)/C(=C\c1cccc(Br)c1)NC(=O)c1ccccc1 was read as MKP-3 inhibition 3% and Hsp70 displacement -0.6%.
`Cc1noc(C)c1COC(=O)c1ccc(S(=O)(=O)NCc2ccco2)cc1` gave MKP-3 inhibition 0% and Hsp70 displacement -3.3%.
Screening CCOC(=O)Nc1ccc2c(c1)N(C(=O)CN(CC)CC)c1ccccc1C=C2 returned MKP-3 inhibition 2% and Hsp70 displacement 1.1%.
COc1ccc(CCNC(=O)CS(=O)Cc2nc(-c3cccs3)oc2C)cc1OC (stereo not given) was read as MKP-3 inhibition -4% and Hsp70 displacement 3.2%.
CCOc1ccc(-n2c(SCC)nc3c(c2=O)SCC3)cc1 was read as MKP-3 inhibition 2% and Hsp70 displacement 1.2%.
For CC1(C)NC(=O)N(CCOCCSc2ccccc2)C1=O the results were MKP-3 inhibition -11% and Hsp70 displacement -1.5%.
Screening CC(=O)N1c2ccccc2N(Cc2ccc(C)cc2C)C(=O)C1(C)C returned MKP-3 inhibition -2%&2% and Hsp70 displacement 8.0%&0.8%.
For Cc1cc(=O)[nH]c(SCC(N)=O)c1C#N the results were MKP-3 inhibition 2% and Hsp70 displacement -4.9%.
Screening CCOc1ccc2nc(Sc3nc4ccc([N+](=O)[O-])cc4s3)sc2c1 returned MKP-3 inhibition 1% and Hsp70 displacement 1.2%.
Cc1cccc(N(C(=O)CNC(=O)c2ccco2)C(C(=O)NC2CCCC2)c2ccncc2)c1 (stereo not given) was read as Hsp70 displacement -0.3%.
Screening COc1cccc(OCCOc2ccc(/C=N/n3cnnc3)cc2)c1 returned MKP-3 inhibition 4% and Hsp70 displacement -1.7%.
Screening N=c1n(Cc2ccc(Cl)cc2)c2ccccc2n1CC(O)c1ccco1 (stereo not given) returned MKP-3 inhibition 6% and Hsp70 displacement -5.4%.
O=C(Nc1cccc2ncccc12)c1ccc2c(c1)OCCO2 was read as MKP-3 inhibition -1% and Hsp70 displacement -15%.
Screening Cc1ccc(OCC(O)Cn2c3ccccc3c3ccccc32)cc1 (stereo not given) returned MKP-3 inhibition 6% and Hsp70 displacement -4.9%.
O=C(Nc1ccc(O)cc1C(=O)O)c1ccc2c(c1)C(=O)N(Cc1ccco1)C2=O was read as MKP-3 inhibition 2% and Hsp70 displacement 1.7%.
For CC1(C)CC(=O)c2sc(N)nc2C1 the results were MKP-3 inhibition -4% and Hsp70 displacement 1.4%.
For Cc1cc(C)cc(NS(=O)(=O)c2ccc3[nH]c(=O)[nH]c3c2)c1 the results were MKP-3 inhibition 2% and Hsp70 displacement -2.5%.
`CC(C)CNC(=O)c1cc(-c2ccco2)on1` gave MKP-3 inhibition 4% and Hsp70 displacement 2.0%.
For O=S(=O)(NCCC1=CCCCC1)c1cccc(S(=O)(=O)N2CCOCC2)c1 the results were MKP-3 inhibition -1% and Hsp70 displacement -0.4%.
`Cc1oc2c(c1C(=O)c1ccccc1)C(=O)C(=O)c1ccccc1-2` gave Hsp70 displacement 8.1%.
For Cc1ccc(C(=O)O/N=C(\N)c2ccccn2)cc1 the results were MKP-3 inhibition 5% and Hsp70 displacement 0.2%.
Screening N#CN=C1CCCCCN1CC(N)=O returned MKP-3 inhibition -7% and Hsp70 displacement 4.1%.
Screening CCOC(=O)C1=C(C)Nc2ccc(C)cc2S1 returned Hsp70 displacement -1.5%.
Screening O=C(COc1ccc2ccccc2c1)N1CCN(C(=O)c2cccnc2)CC1 returned MKP-3 inhibition 4% and Hsp70 displacement -0.5%&1.8%.
`Cc1cc(NC(=O)CCCSc2nc(-c3ccco3)cc(C(F)(F)F)n2)n(-c2ccccc2)n1` gave Hsp70 displacement -1.0%.
Screening O=C(NCc1ccncc1)C1CCCCC1 returned Hsp70 displacement -0.6%.
COc1ccc(CC(=O)OCc2nnc(C3COc4ccccc4O3)o2)cc1OC (stereo not given) was read as MKP-3 inhibition 2% and Hsp70 displacement -2.8%.
`COc1ccc(CN2CCN(C3CCCCC3)CC2)c(OC)c1` gave MKP-3 inhibition 0% and Hsp70 displacement -1.6%.
Screening CC1=C(C(=O)OC(C)C)C(c2cccnc2)C2=C(CCCC2=O)N1 (stereo not given) returned MKP-3 inhibition -12% and Hsp70 displacement 3.3%.
`O=C(CN1CCCCCC1)N1c2ccccc2Sc2ccc(C(F)(F)F)cc21` gave Hsp70 displacement -6.6%.
For CCCSc1nsc(SCCC)c1C(=O)O the results were MKP-3 inhibition 1% and Hsp70 displacement 1.4%.
For CCOC(=O)C1=C(O)/C(=C\c2ccc(CNC(=O)C(=O)Nc3ccc(C)c(C)c3)o2)N=C1C the results were Hsp70 displacement -3.1%.
O=C(CSc1ccccc1)Nc1nnc(CSc2ccccc2)s1 was read as MKP-3 inhibition 2% and Hsp70 displacement 3.6%.
Screening COc1ccc(-n2c(Cc3cccn3C)nnc2SCC(=O)Nc2nc(C)cs2)cc1 returned MKP-3 inhibition -3% and Hsp70 displacement 2.3%.
COc1ccc(CC(=O)N2CC(=O)N(CCc3ccccc3)C(=O)C2)cc1 was read as MKP-3 inhibition 1% and Hsp70 displacement 4.2%.
CCC1(C)CC(CCNCc2ccc(OC)c(OC)c2)(c2ccc(F)cc2)CCO1 (stereo not given) was read as MKP-3 inhibition 1% and Hsp70 displacement -2.2%.
`COC(=O)Cn1cc(C(=O)OC)cc(Br)c1=O` gave MKP-3 inhibition -8% and Hsp70 displacement 6.5%.
`CCC(=O)Nc1ccc(NC(=O)c2ccc(OC)c(Br)c2)cc1` gave MKP-3 inhibition 3% and Hsp70 displacement -5.6%.
O=P(O)(c1ccccc1)c1ccccc1O was read as MKP-3 inhibition 6% and Hsp70 displacement -1.3%.
O=C(NNC(=O)c1ccco1)c1cccc(Cl)c1 was read as MKP-3 inhibition -2% and Hsp70 displacement 3.3%.
`CN(C)C(=O)Cn1c(SCC(=O)NC2CCCCC2)nc2ccccc21` gave MKP-3 inhibition 1% and Hsp70 displacement 3.8%.
For CCOC(=O)C1=C(C)NC(SC(C)=O)=NC1c1ccc(OC(C)=O)c(OC)c1 (stereo not given) the results were MKP-3 inhibition -8% and Hsp70 displacement 3.4%.
For CCc1nnc(NC(=O)CCC(=O)NCC2CCCO2)s1 (stereo not given) the results were MKP-3 inhibition -6% and Hsp70 displacement 0.8%.
Screening O=C(NCc1ccccc1F)c1cccs1 returned MKP-3 inhibition -3% and Hsp70 displacement 1.7%.
`COc1ccccc1N1CCN(Cc2cc(Br)c(O)c3ncccc23)CC1` gave MKP-3 inhibition -7% and Hsp70 displacement 4.9%.
O=C1c2[nH]nc(-c3ccccc3O)c2C(c2cccc(Cl)c2)N1CC1CCCO1 (stereo not given) was read as MKP-3 inhibition -7% and Hsp70 displacement -1.5%.

An excerpt; count on the stated rates, not on these rows.
